# Bioassay records (PubChem)
# DNA FID counter: counter-screen for HCV NS3 helicase inhibitors: DNA intercalator displacement. DNA fluorescent intercalator displacement, fluorescence. 290,000 compounds, 0.17% hits. inhibition, % at 7.9 µM; in the data active = inhibition above about 37%;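 note: 0% = vehicle and 100% = reference compound; higher means more ethidium bromide displaced from hairpin DNA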
# MEKK3 PB1 HTS: MEKK3-MEK5 PB1 interaction, increase or decrease. 290,000 compounds, 1.4% hits. bead-based flow cytometry, Alexa488-MEK5 binding to MEKK3; actives lie on both sides; 0 = blocked by unlabeled MEK5, 100 = vehicle. AID 1529. binding response (% of control), % at 10 µM;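 active = binding response more than 3 SD above or below the average of its plate-row segment, actives on both sides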;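 note: Alexa488 bead fluorescence after subtracting the streptavidin-only scavenger bead signal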
# VIM-2 inhibitor: blocks Pseudomonas aeruginosa VIM-2 metallo-beta-lactamase; inhibition, % at 5.6 µM; 290,000 compounds, 0.89% hits; AID 1527; purified VIM-2, nitrocefin hydrolysis, epi-absorbance fluorescence;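 active = inhibition above the mean of all tested compounds plus 3 SD, cutoff set per screening run, cut at about 7.5% in these data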;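 note: red hydrolysis product quenches plate fluorescence so inhibitors raise well fluorescence; 0% = enzyme with DMSO and 100% = DMSO without enzyme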
# IDE cell activ: boosts human insulin-degrading enzyme activity in HEK cells; FAbeta-B cleavage, fluorescence polarization; 0% vehicle, 100% cell-free pure enzyme wells; AID 493087; 340,000 compounds, 0.073% hits; activation, % at 5.96 µM; P14735;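 active = activation above the mean of all tested compounds plus 3 SD, set per screening campaign, cut at about 17% in these data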
# Target sequence (P14735 whole entry, looked up): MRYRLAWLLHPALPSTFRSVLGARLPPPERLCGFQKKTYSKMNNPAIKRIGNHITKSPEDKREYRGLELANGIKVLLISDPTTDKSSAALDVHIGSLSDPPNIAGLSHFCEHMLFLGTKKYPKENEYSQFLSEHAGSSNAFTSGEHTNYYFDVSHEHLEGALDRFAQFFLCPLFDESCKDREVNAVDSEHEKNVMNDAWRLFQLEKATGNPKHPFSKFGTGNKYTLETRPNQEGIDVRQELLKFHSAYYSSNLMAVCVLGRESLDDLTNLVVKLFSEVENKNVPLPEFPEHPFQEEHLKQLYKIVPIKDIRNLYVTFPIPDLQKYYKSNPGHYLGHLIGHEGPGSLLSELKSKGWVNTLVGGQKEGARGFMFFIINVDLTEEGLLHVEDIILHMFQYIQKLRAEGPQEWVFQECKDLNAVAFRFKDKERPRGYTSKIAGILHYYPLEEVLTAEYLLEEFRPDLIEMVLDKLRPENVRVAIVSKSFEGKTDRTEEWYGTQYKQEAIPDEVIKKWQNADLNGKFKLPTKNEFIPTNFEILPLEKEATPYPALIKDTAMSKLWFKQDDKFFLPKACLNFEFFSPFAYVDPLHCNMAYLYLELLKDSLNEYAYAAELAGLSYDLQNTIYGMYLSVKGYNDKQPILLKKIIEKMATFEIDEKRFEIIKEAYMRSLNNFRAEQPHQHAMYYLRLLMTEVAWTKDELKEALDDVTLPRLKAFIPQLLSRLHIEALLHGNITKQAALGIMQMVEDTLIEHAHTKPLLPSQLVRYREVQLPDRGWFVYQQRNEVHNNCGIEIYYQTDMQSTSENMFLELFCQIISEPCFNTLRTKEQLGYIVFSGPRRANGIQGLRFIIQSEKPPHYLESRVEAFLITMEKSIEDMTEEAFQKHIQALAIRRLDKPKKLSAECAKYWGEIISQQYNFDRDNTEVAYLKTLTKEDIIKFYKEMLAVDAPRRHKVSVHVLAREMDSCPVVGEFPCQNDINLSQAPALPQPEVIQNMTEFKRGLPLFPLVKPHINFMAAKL
# NS3 helicase inh: inhibitors of Hepatitis C virus NS3 helicase; AID 1800; 290,000 compounds, 0.56% hits; inhibition, % at 10.9 µM; NS3 helicase DNA unwinding, Cy5 molecular beacon fluorescence;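 active = inhibition above the mean of all tested compounds plus 3 SD, set per campaign, cut at about 35% in these data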;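 note: 0% = DMSO wells and 100% = thioflavine S control wells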
#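 Assay system: hepatitis C virus NS3 helicase domain fragment enzyme. Also added: annealed dual-labelled DNA beacon duplex, ATP-started. Timing: 1 h reaction at 25 °C, ATP-initiated. Technique: Cy5 fluorescence at 0 and 60 min, beacon hairpin quenching. Evaluation: % inhibition of unwinding. Replication: one well per compound.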
# p-CIP stab down: p/CIP protein destabilization | decrease of EGFP signal, % at 10 µM | F442A p/CIP-EGFP cells, EGFP fluorescence, 16 h | Q05BA5 | 290,000 compounds, 0.01% hits;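 active = EGFP signal decrease of at least 30% at 10 µM or well 3 SD below plate mean, unless failing retest; inactive = the rest, including hits failing retest or dose response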; note: some compounds called inactive have numbers as strong as hits; many of its hits are not listed in these tables
# PHOSPHO1 inh: blocks human PHOSPHO1 phosphatase activity; 290,000 compounds, 1.1% hits; Q8TCT1; inhibition, % at 13.3 µM; recombinant PHOSPHO1, absorbance phosphatase assay; in the data active = inhibition above about 60%
# IMP-1 inh: inhibitors of Pseudomonas aeruginosa IMP-1 metallo-beta-lactamase; purified IMP-1, nitrocefin hydrolysis, epi-absorbance fluorescence; inhibition, % at 5.6 µM; 290,000 compounds, 0.45% hits; AID 1556;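 active = inhibition above the mean plus 3 SD of all compounds in the same screening run, cut at about 4.5% in these data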;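 note: 0% = IMP-1 with DMSO and 100% = DMSO wells lacking enzyme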
#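 System: Purified recombinant IMP-1 metallo-beta-lactamase enzyme | Measured by: Fluorescence quenching readout, ex 480/em 530 nm | Replication: Singlicate | Incubation: 15 min preincubation plus 25 min reaction at 25 °C | Evaluation: Percent inhibition from optical density relative to buffer-blank wells | Benchmarks: DMSO with and without IMP-1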
# UBC9 SUMO inh: blocks human SUMOylation mediated by UBC9; inhibition, % at 35 µM; P63279; AID 2006; HTRF SUMOylation assay, SAE1/SAE2 + UBC9, in vitro; 290,000 compounds, 0.36% hits; in the data active = inhibition above about 50%, passing the limit was not always enough; note: strong numbers were not always called active
# Active calls of the source: *; . = no result given; [ ] = remark or other dose.
SMILES,DNA FID counter,MEKK3 PB1 HTS,VIM-2 inhibitor,IDE cell activ,NS3 helicase inh,p-CIP stab down,PHOSPHO1 inh,IMP-1 inh,UBC9 SUMO inh
COc1ccc(-c2oc3ccccc3c(=O)c2OC(C)=O)cc1,-8.3,100.0,-0.4,-5.3,-3.3,6.7,-12.3,-1.4,30.9
CCCN1CCN(CC(=O)Nc2nc3ccccc3s2)CC1,-0.1,105.0,0.6,-0.4,0.2,-3.7,39.0,1.0,9.9
N#CCSc1nc2ccccc2c(=O)n1CC1CCCC1,-2.5,105.0,-2.2,4.0,-4.4,-10.0,26.2,-1.9,16.7
NS(=O)(=O)c1ccc(Nc2ncccc2[N+](=O)[O-])cc1,3.3,1.0*[inhibitor],-4.4,6.3,-0.3,-1.8,16.2,-6.0,21.3
O=C(NN=c1c(=O)c2ccccc2c1=O)c1ccccc1,0.3,92.0,-0.7,4.9,0.9,2.4,3.8,-2.5,25.2
CCC(=O)Nc1cccc(NC(=O)c2ccc(C)c([N+](=O)[O-])c2)c1,4.5,108.0,-0.3,0.2,-4.9,1.4,6.0,-2.5,-3.6
CCNC(=S)N(Cc1cc2cc(C)c(C)cc2[nH]c1=O)C1CCCC1,-4.8,99.0,1.7,1.4,-6.3,-5.2,19.3,-1.9,-2.1
CN(C)S(=O)(=O)c1ccc(Cl)c(NC(=O)CN2CCC(Cc3ccccc3)CC2)c1,-12.6,98.0,-4.1,3.1,-18.7,3.0,16.8,-2.4,-21.1
N#Cc1ccc(C(=O)NC2=NCCS2)cc1,-3.7,107.0,0.2,3.2,2.7,0.0,35.1,-1.9,5.7
Cc1ccccc1-c1nc(Cc2ccccc2)no1,-0.3,109.0,-1.3,0.8,-9.7,-2.5,37.0,-1.1,-5.5
CC(=O)Nc1ccc(OCCOc2ccc(/C=C3\C(=N)N4N=C(C(C)C)SC4=NC3=O)cc2)cc1,-18.6,109.0,3.4,-2.8,3.7,-0.9,18.7,-3.2,16.7
COc1ccc(OCC(=O)Nc2nccs2)cc1,2.4,96.0,-1.7,4.2,-0.1,-11.0,20.8,-2.4,-2.4
C/C(=N\N1CCN(c2ccccc2)CC1)c1ccccc1O,-6.6,105.0,-2.2,-2.5,5.6,-8.8,.,-3.6,-0.9
COc1cc(/C=N/N(C)C)ccc1OC(=O)c1ccco1,-0.3,106.0,-5.3,-3.6,9.8,-0.3,11.4,-4.4,5.5
CCc1nnc(NC(=O)c2ccc(-c3ccccc3F)o2)s1,1.6,113.0,-6.1,2.4,4.9,5.7,3.5,-4.7,33.5
Cc1cc(C(=O)NC(C)C2CC2)c(Cl)cc1Cl (stereo not given),-3.1,119.0,-1.6,3.6,-2.0,-15.4,13.0,-3.0,14.7
N/C(=N\OC(=O)c1ccc2ccccc2c1)c1ccncc1,-10.4,95.0,-0.6,-6.3,10.3,-6.7,40.7,-1.5,-5.5
COc1ccc(C(=O)COC(=O)C2CCCN2C(=O)C23CC4CC(CC(C4)C2)C3)cc1 (stereo not given),-6.6,92.0,0.7,-0.8,2.5,4.9,-11.9,-2.1,-4.2
Cc1ccn(CCC(=O)N2c3ccccc3CC2C)n1 (stereo not given),-9.3,104.0,-2.2,4.8,5.9,-2.4,14.6,-2.0,7.0
CCOC(=O)C1CCCN(C(=O)CN(c2ccc(OC)cc2)S(=O)(=O)c2c(C)noc2C)C1 (stereo not given),-29.3,103.0,-1.5,0.8,-6.5,0.6,4.3,-2.5,18.1
CCc1ccccc1N(CC(=O)N1CCN(c2ccccc2F)CC1)S(C)(=O)=O,-29.6,102.0,-3.2,1.5,-2.5,10.5,28.4,-2.6,7.2
NS(=O)(=O)c1ccc(S(=O)(=O)N(CCc2ccccc2)Cc2ccccn2)cc1,-21.8,104.0,-1.8,-1.7,-8.9,5.6,23.9,-0.6,-8.9
Cn1c(=O)cc(OCC(=O)NCCCN2CCN(c3ccccc3F)CC2)c2ccccc21,14.4,97.0,2.1,-1.0,-13.6,14.8,20.4,-4.3,-6.9
COc1ccc(-n2nc(C(=O)NCC(=O)N3CCN(C)CC3)c3ccccc3c2=O)cc1OC,-1.7,108.0,2.6,2.6,2.6,5.4,4.4,0.4,-3.4
CC1CCCCN1CCNC(=O)c1ccc2c(=O)n(CCc3ccccc3)c(=O)[nH]c2c1 (stereo not given),20.1,.,-1.2,0.0,-14.9,-4.8,13.9,-3.3,22.5

# Compound profiles (already shown). Screens in order: DNA FID counter, MEKK3 PB1 HTS, VIM-2 inhibitor, IDE cell activ, NS3 helicase inh, p-CIP stab down, PHOSPHO1 inh, IMP-1 inh, UBC9 SUMO inh
# CCc1ccccc1N(CC(=O)N1CCN(c2ccccc2F)CC1)S(C)(=O)=O in the list: -29.6, 102.0, -3.2, 1.5, -2.5, 10.5, 28.4, -2.6, 7.2
# COc1cc(/C=N/N(C)C)ccc1OC(=O)c1ccco1 in the list: -0.3, 106.0, -5.3, -3.6, 9.8, -0.3, 11.4, -4.4, 5.5

# (further entries)
SMILES,DNA FID counter,MEKK3 PB1 HTS,VIM-2 inhibitor,IDE cell activ,NS3 helicase inh,p-CIP stab down,PHOSPHO1 inh,IMP-1 inh,UBC9 SUMO inh
CCC1OC(c2ccc([N+](=O)[O-])cc2)=Nc2ccccc21 (stereo not given),0.1,101.0,1.2,1.3,-3.9,-11.7,18.9,-3.0,6.3
COc1ccccc1C(=O)Nc1cccc(NC(=O)c2ccccc2C)c1,-22.8,106.0,-1.6,0.1,7.5,-15.6,14.9,-2.5,-0.5
CCCOn1c(OCC(C)C)nc2ccccc2c1=O,1.1,105.0,-2.2,-5.8,-2.2,8.5,0.5,-1.9,14.0
O=C(CSc1ncnc2nc[nH]c12)N1CCN(c2ccccc2)CC1,-25.0,100.0,-0.8,-0.7,10.5,9.3,7.6,-2.5,-22.9
Oc1ccc2ccccc2c1CNc1ccccn1,-5.4,98.0,-0.6,-1.3,4.4,-3.7,-121.7,-0.9,12.2
CCOc1ccc(NC(=S)N2CCC(NC(=O)c3ccco3)CC2)cc1,-12.1,100.0,0.3,-2.3,-13.2,-6.0,42.9,-1.2,12.5
Cc1c(-c2ccccc2)nc(N)c(C#N)c1-c1ccco1,-2.3,98.0,-1.9,-1.4,0.5,-26.1,-20.6,-1.8,21.6
Cc1ccc(OCC(=O)O)c(-n2nc3ccccc3n2)c1,-9.7,101.0,-1.7,1.9,12.4,-16.6,-12.7,-4.3,14.6
COc1ccccc1OCCCOc1c(C)cc(C)cc1Br,-1.9,103.0,-4.1,-1.9,-2.4,11.9,-11.9,-4.0,-7.1
CN(C)/C(=N\O)c1c(Cl)cccc1Cl,-4.5,97.0,-0.1,6.3,21.7,-15.3,49.1,-0.9,-5.7
C[N+]1(CC(=O)NNc2c3ccccc3nc3ccccc23)CCOCC1,42.8*,101.0,21.4*,.,9.2,-15.3,48.4,-3.8,-7.9
CNC(=O)c1ccc(NC(=O)/C=C/c2cccc(F)c2)cc1,-12.0,104.0,-4.5,3.4,5.3,-1.2,32.5,-0.9,6.2
Cc1ccc(S(=O)(=O)Nc2ccc(Cl)cn2)cc1C,-10.7,114.0,-3.1,0.5,14.4,-13.1,.,-4.2,16.8
Cc1ccc(-c2nnc3c4ccccc4c(C)nn23)cc1S(=O)(=O)N1CCN(CCO)CC1,-3.6,101.0,25.2*,-0.6,-6.8,-10.2,-13.6,-2.4,12.5
Clc1ccccc1Cn1nnc2ccccc21,-6.9,107.0,-2.3,-0.1,16.2,-11.4,15.6,-3.5,4.3
C/C(Cc1ccccc1)=N\NC(=O)c1cccnc1,2.4,86.0,-1.1,4.5,5.7,1.5,-18.2,-0.8,0.0
CCc1ccc(OC(=O)c2cccnc2)cc1,-8.0,105.0,0.6,8.1,0.3,-6.2,23.3,-1.6,17.5
CCc1c(C2(O)CCCCC2)[nH]c2cc(C(F)(F)F)ccc12,-16.1,100.0,-1.3,-0.5,-36.6,-1.8,-29.9,-4.8,-1.0
COc1ccc(CNc2ncc(-c3ccccc3)n2C)cc1,9.3,99.0,-2.3,5.1,-14.1,-0.2,-18.3,-0.8,-0.5
COC(=O)CCC(=O)Nc1sc(Cc2ccccc2)c(C)c1C(N)=O,-4.8,102.0,-2.5,-13.7,5.8,-4.4,3.4,-3.7,-13.4
CC(OC(=O)c1cccc(NS(C)(=O)=O)c1)C(=O)Nc1ccc(N2CCOCC2)cc1 (stereo not given),-13.0,97.0,-2.9,3.4,-5.3,18.4,3.6,-5.1,3.9
CCn1cc(CN2CCCC(C(=O)Nc3ccc(-c4cscn4)cc3)C2)cn1 (stereo not given),5.0,102.0,0.2,7.6,0.1,-12.5,13.7,-0.3,7.9
CCOC(=O)N1CCN(C(=O)COc2cccc3c2CCN(Cc2ccccc2C)C3=O)CC1,-43.4,100.0,-3.8,-14.6,1.3,-0.3,8.2,-2.4,-3.3
COc1ccc(OCCOCCN2CCc3ccccc3C2)cc1,11.7,89.0,-4.4,1.4,1.0,-6.3,-25.8,-6.5,10.8
Cc1ccc2nc3c(cc(C#N)c(=N)n3Cc3cccnc3)c(=O)n2c1,6.6,92.0,-0.8,.,5.2,-10.3,17.0,-3.0,1.6

# Single entries from above.
# `CCn1cc(CN2CCCC(C(=O)Nc3ccc(-c4cscn4)cc3)C2)cn1` (stereo not given) @ DNA FID counter: 5.0
# `Cc1ccc(S(=O)(=O)Nc2ccc(Cl)cn2)cc1C` @ DNA FID counter: -10.7
# `Clc1ccccc1Cn1nnc2ccccc21` @ IDE cell activ: -0.1
# `COc1ccc(CNc2ncc(-c3ccccc3)n2C)cc1` @ PHOSPHO1 inh: -18.3

# 2 neighbouring compounds out of the list so far, quoted:
SMILES,DNA FID counter,MEKK3 PB1 HTS,VIM-2 inhibitor,IDE cell activ,NS3 helicase inh,p-CIP stab down,PHOSPHO1 inh,IMP-1 inh,UBC9 SUMO inh
CCC1OC(c2ccc([N+](=O)[O-])cc2)=Nc2ccccc21 (stereo not given),0.1,101.0,1.2,1.3,-3.9,-11.7,18.9,-3.0,6.3
COc1ccccc1C(=O)Nc1cccc(NC(=O)c2ccccc2C)c1,-22.8,106.0,-1.6,0.1,7.5,-15.6,14.9,-2.5,-0.5

# (more compounds)
SMILES,DNA FID counter,MEKK3 PB1 HTS,VIM-2 inhibitor,IDE cell activ,NS3 helicase inh,p-CIP stab down,PHOSPHO1 inh,IMP-1 inh,UBC9 SUMO inh
CCOc1ccc(NC(=O)C/C(N)=N/O)cc1,-1.7,106.0,-2.0,4.8,-0.7,5.6,1.3,-2.5,-5.3
O=C(NCc1ccccc1)C(c1cccnc1)N(Cc1ccco1)C(=O)c1ccccn1 (stereo not given),-14.1,107.0,-3.6,0.0,3.7,-3.6,14.4,-3.2,-8.8
CCC(C)NC(=O)CCn1c(=O)c2cccn2c2ccc(F)cc21 (stereo not given),-14.2,106.0,-2.9,-2.2,-3.1,2.4,21.6,-2.6,-2.9
Cc1ccc([N+](=O)[O-])c(OCCCN2CCCCCC2)c1,14.9,99.0,-2.3,1.3,-4.4,11.2,37.0,-1.9,15.6
CCOc1ccc2nc(SCC(=O)NC(=O)NCc3ccco3)[nH]c2c1,-2.7,101.0,-1.6,-1.0,5.8,-0.9,46.1,0.0,3.5
Cc1ccccc1-n1ncc(C(C)NC(=O)c2ccco2)c1C (stereo not given),-8.6,100.0,-1.8,-0.5,-22.8,-1.2,39.7,-2.2,3.9

# This is a subset; count on the stated rates, not on these rows.
